# NPY-Y2 PAM-ag: potentiates or activates human NPY-Y2 receptor; cells expressing NPY-Y2, potentiator/agonist read-out; activation, % at 3.6 µM; 0.45% of 220,000 active; in the data active = activation above about 27%;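 note: cells stimulated with NPY near EC25 plus isoproterenol at EC100; 0% = vehicle plus submaximal agonist and 100% = vehicle plus saturating agonist; some results beyond the cut were filed as inactive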
# zfTRPN1 agonist: activates the zebrafish TRPN1 channel. HEK293 zebrafish TRPN1-YFP, Fluo-8 calcium fluorescence; 100% = response to 87 µM carbachol. activation, % at 3 µM. 0.18% of 220,000 active;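 active = activation above its plate's cutoff, the mean activation of test wells on that plate plus 3 SD, cut at about 19% in these data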;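 note: 0% = DMSO alone and 100% = 87 µM carbachol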
#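 Material: zebrafish TRPN1-YFP in HEK293 cells. Doses: one dose of 3 µM, 0.3% DMSO. Incubation: dye 1 h 37 °C plus 30 min RT. Measured by: intracellular calcium fluorescence with Fluo-8.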
# TRPML3 ag: agonists of human TRPML3 channel. HEK293 TRPML3-YFP, Fluo-8 calcium fluorescence; 100% = the carbachol control signal. activation, % at 3 µM. Q8TDD5. 0.29% of 220,000 active;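 active = activation above its plate's cutoff, the mean activation of the plate's test wells plus 3 SD, cut at about 12% in these data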;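 note: 0% = DMSO only wells and 100% = carbachol wells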
# Target sequence (Q8TDD5 whole entry, looked up): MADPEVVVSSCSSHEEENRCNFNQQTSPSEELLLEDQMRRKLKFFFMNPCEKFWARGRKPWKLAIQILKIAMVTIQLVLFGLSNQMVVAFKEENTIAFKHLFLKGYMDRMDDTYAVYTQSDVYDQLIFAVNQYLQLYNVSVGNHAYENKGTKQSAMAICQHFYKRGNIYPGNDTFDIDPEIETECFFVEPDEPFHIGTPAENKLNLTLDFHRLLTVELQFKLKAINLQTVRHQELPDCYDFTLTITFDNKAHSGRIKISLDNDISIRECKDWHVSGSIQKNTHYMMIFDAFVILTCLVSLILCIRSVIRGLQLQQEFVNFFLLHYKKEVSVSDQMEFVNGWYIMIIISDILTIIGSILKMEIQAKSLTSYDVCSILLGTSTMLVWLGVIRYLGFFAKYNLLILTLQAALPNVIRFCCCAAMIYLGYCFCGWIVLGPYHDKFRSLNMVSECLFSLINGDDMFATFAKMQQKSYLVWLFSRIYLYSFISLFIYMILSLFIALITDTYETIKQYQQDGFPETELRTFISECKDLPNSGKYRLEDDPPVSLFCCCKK
#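 system = HEK293 cells stably carrying human TRPML3-YFP | doses = one concentration, 3 µM nominal, 0.3% DMSO | timing = dye loading 1 h 37 °C then 30 min ambient, 125 s read | detection = Fluo-8 calcium dye fluorescence, ex 470-495, em 515-575 nm | benchmarks = high control carbachol 87 µM, low control DMSO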
# S1P4 antagonist: blocks the human S1P4 receptor | S1P4-expressing cells, antagonist mode, reporter read-out | inhibition, % at 4.98 µM | 0.26% of 220,000 active | AID 1510; in the data active = inhibition above about 29%;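 note: 0% = wells stimulated with agonist and 100% = vehicle wells without agonist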
# Target sequence (O95977 whole entry, looked up): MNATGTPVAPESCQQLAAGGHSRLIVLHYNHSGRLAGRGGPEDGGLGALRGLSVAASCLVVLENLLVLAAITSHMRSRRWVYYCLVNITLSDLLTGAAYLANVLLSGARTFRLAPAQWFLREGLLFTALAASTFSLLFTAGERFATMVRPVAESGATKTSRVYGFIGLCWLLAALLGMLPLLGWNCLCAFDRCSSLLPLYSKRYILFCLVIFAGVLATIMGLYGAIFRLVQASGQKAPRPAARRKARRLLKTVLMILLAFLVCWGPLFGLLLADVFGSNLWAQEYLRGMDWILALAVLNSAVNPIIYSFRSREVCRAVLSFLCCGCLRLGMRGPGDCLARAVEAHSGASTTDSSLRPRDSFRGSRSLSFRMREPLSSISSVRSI
# NPY-Y1 antag: NPY-Y1 (human) receptor antagonism; inhibition, % at 3.6 µM; HEK293-CNG Y1 cells, membrane potential fluorescence; NPY at EC95, then isoproterenol; P25929; 1% of 200,000 active;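 active = inhibition above the campaign mean inhibition of all tested compounds plus 3 SD, cut at about 20% in these data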;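 note: 0% = DMSO wells given NPY plus isoproterenol and 100% = isoproterenol alone without NPY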
#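 Assay system: HEK293 Y1/CNG channel cell line; Doses: single compound dose of 3.6 µM, 0.4% DMSO; Timing: dye 3 h, compound 60 min room temperature, stimulation 45 min; Technique: Membrane-potential fluorescent dye readout; Measure: % inhibition of NPY effect.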
# S1P4 ag: agonists of human S1P4 receptor; O95977; S1P4-expressing cell line, agonist reporter assay; activation, % at 4.98 µM; 0.35% of 220,000 active; AID 1509; in the data active = activation above about 11%;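 note: 0% = DMSO vehicle and 100% = reference agonist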
# EP2 modulator: modulators of human EP2 prostaglandin E2 receptor; EP2-expressing cells, cAMP HTRF FRET, PGE2 co-stimulation; induction, % at 25 µM; 0.83% of 260,000 active;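 active = compounds whose cAMP rise, as percent of the full-agonist control response, exceeds 60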;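 note: rat C6 glioma line stably carrying human EP2 under a CMV promoter; the protocol text gives 20 µM as final concentration; 100% = response of wells given 1 µM PGE2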
# CHOP inhibitor: inhibitors of CHOP induction in ER stress response; inhibition, % at 10 µM; 3.8% of 220,000 active; CHO-K1 CHOP-promoter luciferase, tunicamycin-induced, 15-18 h;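 active = compounds that reduced the stress-induced luciferase reporter signal by more than about 70% of percent inhibition, limit read from the data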;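 note: 0% = tunicamycin plus vehicle and 100% = wells without tunicamycin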
# NPY-Y1 PAM-ag: potentiators or agonists of human neuropeptide Y receptor Y1. NPY-Y1 expressing cells, potentiator/agonist activation. activation, % at 3.6 µM. 0.37% of 220,000 active. AID 1304; in the data active = activation above about 33%, passing the limit was not always enough;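 note: cells stimulated with NPY at EC10 then isoproterenol at EC100; 0% = low agonist plus stimulus and 100% = saturating agonist plus stimulus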
# * = called active by the depositor; nt = no result given; & = joins results of further samples.
SMILES,NPY-Y2 PAM-ag,zfTRPN1 agonist,TRPML3 ag,S1P4 antagonist,NPY-Y1 antag,S1P4 ag,EP2 modulator,CHOP inhibitor,NPY-Y1 PAM-ag
CCn1cc(C(=O)NC2CCCCC2)c(=O)c2ccc(C)nc21,0,-0.6,-0.1,-10,2,1.8,18,15,-2
CCOCCCNC(=O)C1CCN(C(=O)Nc2ccc(C)cc2)CC1,3,0.4,0.8,0,8,0.7,6,-12,8
CC(=O)C1=NN(c2ccccc2)C(c2cccs2)N1c1ccc(N(C)C)cc1 (stereo not drawn),9,0.0,-0.3,-3,1,2.6,-10,41,5
Cc1c(CCOC(=O)C23CC4CC(CC(C4)C2)C3)sc[n+]1Cc1ccccc1,1,-0.9,0.3,-16,4,-0.3,-34,-3,-20
O=C(CSc1n[nH]c(-c2ccccc2)n1)NCc1cccc(C(=O)O)c1,6,0.2,0.7,-7,9,-0.5,24,-3,11
COc1ccccc1NC(=O)Cc1noc(CSc2nnc(N)s2)n1,1,-0.8,0.4,-35,3,1.4,12,-5,-5
Cn1c(=O)c2c(O)c(Cc3ccccc3)c(=O)n(C)c2n(C)c1=O,-4,-0.7,0.3,-11,nt,-0.9,22,-1,11
O=c1c(O)c(-c2ccc(O)cc2O)oc2cc(O)cc(O)c12,7,-0.7,0.3,-1,3,1.0,15&13&28,31&5,-5
CNc1c([N+](=O)[O-])cnn1-c1ccc(C)cc1,1,0.1,0.9,-13,1,0.3,24,0,-2
CCCCCN=C(C)c1c(O)c2ccccc2oc1=O,3,-0.8,-0.4,-9,4,5.5,1,12,-22
CCOc1ccc2nc(NC3=NC(c4ccc(OC)cc4)CC(=O)N3)nc(C)c2c1 (stereo not drawn),-28,-3.6,-0.9,-9,5,-0.1,-25,106*,-28
CC(NC(=O)c1cc(-c2ccccc2)nc2ccccc12)C1CCCO1 (stereo not drawn),-22,0.6,-0.1,4,9,0.7,1,12,-15
COc1ccc(CNC(=O)C/C(C)=N/NC(=O)COc2ccc(C)cc2Br)cc1,-7,-1.1,0.1,-7,7,0.3,-74,25,10
Cn1c(=O)c2ncn(CC(=O)Nc3cc(C(F)(F)F)ccc3N3CCOCC3)c2n(C)c1=O,-6,-1.5,1.1,-6,0,-1.2,24,3,-15
Cn1c(=O)[nH]c(=O)c2c1nc(Br)n2CC(O)c1ccccc1 (stereo not drawn),-18,0.4,0.3,8,12,-3.1,-2,12,-1
COC(=O)c1cc(OC)c(OC)cc1NC(=O)Cc1cccs1,-9,1.3,0.4,-8,1,0.8,-7,-9,-9
CCCc1nc(SCC(=O)N2CCN(c3ccccc3)CC2)c2c(=O)n(C)c(=O)n(C)c2n1,-12,1.0,1.2,6,6,1.6,3,65,18
CCOC(=O)Cc1c(C)c2c(O)cc(O)cc2oc1=O,0,1.2,-0.2,-9,11,1.0,39,48,-21
COc1cc(CN2CCN(CCc3ccccc3)C(CCO)C2)cc(OC)c1 (stereo not drawn),-11,-1.6,0.0,5,2,0.7,-2,25,-9
C=C1c2cc(OC)ccc2NC(=O)N1CC,3,1.8,1.1,-11,9,-1.4,21,3,3
CC1(C)C2CCC1(CS(=O)(=O)Nc1ccccc1)C(=O)C2 (stereo not drawn),0,2.6,0.5,-18,5,2.0,-10,0,3
O=C(Nc1cc(Cl)ccc1O)c1cc2n(n1)C(C(F)(F)F)CC(c1ccc3c(c1)OCO3)N2 (stereo not drawn),21,0.4,1.0,2,-7,1.4,-65,105*,13
Cc1ccc(CNC(=O)C(C)C2Sc3ccccc3NC2=O)cc1 (stereo not drawn),-12,-0.8,-0.4,-1,nt,1.0,7,20,-6
Cc1nn(Cc2ccccc2)c(C)c1/C=N/NC(=O)CNc1cccc(C(F)(F)F)c1,5,0.7,0.4,-24,-2,0.4,6,70*,13
O=C(Nc1ccc(-c2cn3ccsc3n2)cc1)C1COc2ccccc2O1 (stereo not drawn),-2,7.6,2.0,-18,-2,-1.1,-12,27,-2
CCn1c(SCc2nc3scc(-c4ccccc4)c3c(=O)[nH]2)nnc1-c1ccc(Cl)cc1,3,0.9,0.3,-10,-2,1.2,18,93*,-4
COc1ccccc1/C=C1\Cc2ccccc2C1=O,-25,-3.2,-1.0,20,nt,1.4,8,-14,19
Cc1ccc(/C=N/NC(=O)c2nnn(-c3nonc3N)c2CSc2ccccc2)cc1,-2,0.8,0.1,-3,nt,1.8,4,-2,-3
Cc1cc2oc(=O)cc(CSc3nc(N)cc(N)n3)c2cc1C,0,0.5,0.5,2,5,1.4,-11,45,-13
COc1ccc(C(=O)NC(=S)Nc2ccccc2N2CCCCC2)cc1[N+](=O)[O-],6,1.1,0.7,0,3,-1.0,7,18,-14
O=C(NCCNS(=O)(=O)c1ccccc1Cl)c1cc(OCC(F)(F)F)ccc1OCC(F)(F)F,4,-1.2,8.0,-12,6,-0.4,10,-3,-1
COc1ccc(C)cc1NC(=O)c1cnc2n(c1=O)CCS2,-2,0.0,1.3,-18,-3,17*,-26,-17,-17
Cc1ccc(C(=O)N/N=C/c2cc(C)n(-c3ccc(Br)cc3)c2C)cc1[N+](=O)[O-],-9,-1.5,-1.2,-9,1,0.6,-25,37,11
CCCCN1C(=O)C(=O)N(CC(=O)Nc2cc(OCC)c(N3CCOCC3)cc2OCC)C1=O,10,0.4,0.9,6,3,-0.3,14,8,-7
FC(F)(F)c1ccnc(N2CCN(Cc3cnc(-c4ccccc4)[nH]3)CC2)c1,-34,-0.3,0.7,-6,nt,1.7,-1,3,-29
CNC(=O)NC(=O)CSc1cccc(C(F)(F)F)c1,24,-0.8,-1.0,-6,3,-0.2,24,-4,5
Cn1c(=O)c2[nH]c(SCc3ccccn3)nc2n(C)c1=S,7,0.6,0.7,-2,nt,-1.6,5&-12,12,15
O=S(=O)(Nc1cccc(CO)c1)c1cccs1,-8,-0.3,0.0,-7,nt,0.7,12,4,18
O=C(O)c1cc(-c2ccc(O)cc2)nc2ccccc12,-5,0.6,1.0,-6,0,-3.2,10,11,-9
COC(=O)COc1cccc(NC(=O)c2ccccc2)c1,-12,1.8,0.3,-27,3,0.1,12,12,3
CC(=O)n1c2ccccc2c2c1c1ccccc1n2C,-4,0.2,0.2,-15,3,0.3,24,50,-16
CCOc1cc(/C=N/n2c(C)nnc2C)ccc1O,-23,-0.5,1.0,-10,nt,0.6,6,11,13
COc1cc2cc(Br)cc(Br)c2nc1C,-7,-0.8,1.0,-3,8,-0.5,78*,66,-20
COc1ccc(CCN(Cc2cc3ccc(C)cc3n3nnnc23)C(C)=O)cc1OC,1,1.9,0.8,-3,6,0.8,-7,-7,-10
CCOc1ccc(CCNC(=O)COC(=O)c2cc(OC)cc(OC)c2)cc1OCC,11,-2.3,-0.6,-12,-3,-1.1,30,23,-2
COc1ccc(N2C(=O)CC(N3CCN(C(=O)c4ccco4)CC3)C2=O)cc1 (stereo not drawn),-4,-0.4,0.2,-15,4,4.8,19,19,-2
O=C1NC(c2cccc([N+](=O)[O-])c2)=CCN1c1ccccc1O,-4,2.1,0.8,0,nt,-0.3,-37&-8,11&15,4
Cc1ccc(S(=O)(=O)N2c3ccccc3OCC2C(C)(C)C)cc1 (stereo not drawn),-12,-1.1,-0.1,-18,11,0.6,88*,47,-26
COc1ccc(CN(CC2CCC(C(=O)O)CC2)C(=S)Nc2cc(C)ccc2C)cc1 (stereo not drawn),4,0.7,0.8,-15,3,0.8,12,-18,-9
Cc1[nH]nc2c1/C(=N/O)CC(c1ccccc1)C2 (stereo not drawn),3,-0.1,0.4,-9,-2,-2.0,-7,2,12
O=C(c1ccccc1)N1CCN(S(=O)(=O)c2cccc(NS(=O)(=O)c3ccccc3)c2)CC1,-12,1.4,0.4,-1,-2,0.8,12,-8,-11
CCN1c2ccccc2NC2N=C(OC)C(c3ccccc3)C21 (stereo not drawn),4,0.6,0.6,18,-1,0.2,-14,6,4
Cc1cc(Br)cn2cc(C(=O)O)nc12,3,1.4,1.0,-1,3,-1.5,48,7,14
COc1ccccc1CN(Cc1nc2ccccc2c(=O)[nH]1)C(=O)Nc1ccc(C)cc1,19,-0.7,-0.1,13,-2,-0.5,1,25,10
Clc1ccc(Nc2ccc(NCc3ccccc3)nn2)cc1,15,-2.4,-0.3,-20,1,1.3,-64,13,-8
CC(=O)c1cc(NC(=O)c2ccc(Cl)cc2)c(=O)oc1/C=C/N(C)C,2,3.4,0.9,0,2,-0.9,4,16,7
CCCCNC(=O)CSc1nc2ccccc2n1S(=O)(=O)c1ccc(Cl)cc1,-23,-0.6,-0.6,-7,3,0.8,18,75*,-14
C/C(=N\NS(=O)(=O)c1ccccc1)c1cc(Cl)cc(Cl)c1O,-10,-0.1,0.8,-3,-6,-0.1,-22,19,-4
Cc1c(NC(=O)Cc2ccccc2)cccc1C(=O)NN1C(=O)c2ccccc2C1=O,-6,-0.2,0.3,-23,1,1.2,8,-14,0

# Some of these compounds in order of the S1P4 antagonist value, lowest first:
molecule,NPY-Y2 PAM-ag,TRPML3 ag,S1P4 antagonist,NPY-Y1 antag,S1P4 ag,EP2 modulator,CHOP inhibitor,NPY-Y1 PAM-ag
Clc1ccc(Nc2ccc(NCc3ccccc3)nn2)cc1,15,-0.3,-20,1,1.3,-64,13,-8
CCOc1cc(/C=N/n2c(C)nnc2C)ccc1O,-23,1.0,-10,nt,0.6,6,11,13
O=C(c1ccccc1)N1CCN(S(=O)(=O)c2cccc(NS(=O)(=O)c3ccccc3)c2)CC1,-12,0.4,-1,-2,0.8,12,-8,-11

# Seven compounds from above, ordered by molar mass, lowest first:
SMILES,NPY-Y2 PAM-ag,zfTRPN1 agonist,TRPML3 ag,S1P4 antagonist,NPY-Y1 antag,S1P4 ag,EP2 modulator,CHOP inhibitor,NPY-Y1 PAM-ag
Cc1[nH]nc2c1/C(=N/O)CC(c1ccccc1)C2 (stereo not drawn),3,-0.1,0.4,-9,-2,-2.0,-7,2,12
Cc1cc(Br)cn2cc(C(=O)O)nc12,3,1.4,1.0,-1,3,-1.5,48,7,14
CC(=O)n1c2ccccc2c2c1c1ccccc1n2C,-4,0.2,0.2,-15,3,0.3,24,50,-16
Clc1ccc(Nc2ccc(NCc3ccccc3)nn2)cc1,15,-2.4,-0.3,-20,1,1.3,-64,13,-8
COc1cc2cc(Br)cc(Br)c2nc1C,-7,-0.8,1.0,-3,8,-0.5,78*,66,-20
CCCCNC(=O)CSc1nc2ccccc2n1S(=O)(=O)c1ccc(Cl)cc1,-23,-0.6,-0.6,-7,3,0.8,18,75*,-14
O=C(c1ccccc1)N1CCN(S(=O)(=O)c2cccc(NS(=O)(=O)c3ccccc3)c2)CC1,-12,1.4,0.4,-1,-2,0.8,12,-8,-11
